Screening data from PubChem BioAssay.
Jurkat NFkB inh: inhibitors of induced NF-kB luciferase reporter, primary screen, TCR NF-kB activation inhibitor project, cell-based, luminescence, uHTS; Jurkat, PMA/ionomycin-induced NF-kB luciferase reporter; inhibition, % at 4 µM; 330,000 tested, 0.53% active; AID 435003, 2010
697 NFkB inh: inhibitors of PMA/ionomycin-induced NF-kB reporter, 697 cells, primary screen, B-cell NF-kB inhibitor project, cell-based, luminescence, uHTS; 697 B-cell NF-kB luciferase reporter, 16 h; inhibition, % at 4 µM; 330,000 tested, 0.33% active; AID 435022, 2010; in the data active = inhibition above about 35%
CCR6 antagonist: CCR6 receptor antagonists, primary screen, cell-based, CHO-K1, luminescence, beta-arrestin, uHTS; C-C chemokine receptor type 6 (Homo sapiens), P51684; CHO-K1 CCR6 PathHunter beta-arrestin, CCL20-stimulated; inhibition, % at 20 µM; 340,000 tested, 0.49% active; AID 493098, 2011;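 active = compounds whose inhibition of the agonist-driven luminescence signal at 20 µM reaches about 50%, limit read from the data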;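 also: cells stimulated with CCL20 at 14 nM final; plate controls were DMSO with CCL20 for no effect and DMSO without agonist for full effect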
Gli-Sufu block: Gli-Sufu pathway antagonists, primary screen, luciferase luminescence, Sufu-KO-LIGHT cells, uHTS | Sufu-KO-LIGHT fibroblasts, Gli luciferase reporter luminescence | inhibition, % at 5 µM | 340,000 tested, 0.74% active | AID 588413, 2011;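 active = inhibition above about 55%, limit read from the data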;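 also: 0% = DMSO-treated cells and 100% = wells with medium but no cells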
UBC13 inh: UBC13 polyubiquitin chain formation inhibitors, primary screen, biochemical, TR-FRET, uHTS | Ubiquitin-conjugating enzyme E2 N (Homo sapiens), P61088 | inhibition, % at 20 µM | 330,000 tested, 0.47% active; in the data active = inhibition above about 45%, passing the limit was not always enough
Target sequence (P61088 whole entry, looked up): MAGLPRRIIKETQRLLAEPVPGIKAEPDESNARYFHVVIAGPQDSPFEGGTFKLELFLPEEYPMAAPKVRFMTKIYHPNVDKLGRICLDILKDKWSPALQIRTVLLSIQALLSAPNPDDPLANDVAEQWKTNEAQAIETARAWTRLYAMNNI
SENP8 inh: SENP8 protease inhibitors, primary screen, biochemical, luminescence; Sentrin-specific protease 8 (Homo sapiens), Q96LD8; purified SENP8, Z-RLRGG-aminoluciferin cleavage; inhibition, % at 10 µM; 330,000 tested, 1.2% active; AID 2540, 2010
Target sequence (Q96LD8 whole entry, looked up): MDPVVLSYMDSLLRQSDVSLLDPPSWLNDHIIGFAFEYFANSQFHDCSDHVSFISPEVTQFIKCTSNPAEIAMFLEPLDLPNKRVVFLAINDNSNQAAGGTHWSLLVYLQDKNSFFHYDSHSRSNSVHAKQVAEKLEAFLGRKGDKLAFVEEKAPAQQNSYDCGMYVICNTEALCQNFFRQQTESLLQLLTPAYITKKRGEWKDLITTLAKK
EBI2 antag: EBI2 receptor antagonists, beta-arrestin recruitment, primary screen, cell-based, luminescence, 7a,25-OHC stimulation, uHTS | G-protein coupled receptor 183 (Homo sapiens), P32249 | 7a,25-OHC stimulated | inhibition, % at 5 µM | 360,000 tested, 0.81% active; in the data active = inhibition above about 38%;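 also: enzyme fragment complementation signal reports receptor beta-arrestin coupling in cells; 0% = agonist plus DMSO wells and 100% = wells without agonist; some results beyond the cut were filed as inactive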
Target sequence (P32249 whole entry, looked up, the tested form may be a part): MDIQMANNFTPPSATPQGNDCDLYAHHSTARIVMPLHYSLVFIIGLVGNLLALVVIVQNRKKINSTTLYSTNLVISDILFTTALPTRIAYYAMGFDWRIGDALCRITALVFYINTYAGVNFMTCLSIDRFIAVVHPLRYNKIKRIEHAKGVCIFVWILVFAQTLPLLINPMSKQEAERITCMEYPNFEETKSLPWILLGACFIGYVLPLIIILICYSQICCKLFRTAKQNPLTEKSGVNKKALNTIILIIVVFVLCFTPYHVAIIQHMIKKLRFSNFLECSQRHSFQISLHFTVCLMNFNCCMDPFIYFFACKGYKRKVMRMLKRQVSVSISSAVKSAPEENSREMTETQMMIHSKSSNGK
Apaf1 inhib: inhibitors of human Apaf-1 apoptosome, primary screen, biochemical, DEVD-Rh110 fluorescence, uHTS. Apoptotic protease-activating factor 1 (Homo sapiens), O14727. reconstituted apoptosome caspase-3 activity. inhibition, % at 20 µM. 330,000 tested, 0.71% active. AID 489030, 2010; active = inhibition of at least 40% at 20 µM;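 also: plate controls were DMSO wells for no effect and DEVD-CHO caspase inhibitor wells for full effect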
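detection = Rh110 fluorescence intensity | test system = biochemical Apaf-1 apoptosome reconstitution | also added = cytochrome c and DEVD-Rh110 substrate | schedule = 30 min plus 50 min, RT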
The depositor's hits bear a star; · = no result given. Rule as the data show it, unless noted: active = inhibition above about 50%; inactive = the rest. An excerpt (hit frequency here may not be typical).

Codes – A = Jurkat NFkB inh; B = 697 NFkB inh; C = CCR6 antagonist; D = Gli-Sufu block; E = UBC13 inh; F = SENP8 inh; G = EBI2 antag; H = Apaf1 inhib
OCCCCC#Cc1c(-c2ccsc2)sc2ccccc12
  A: -8; B: 1; C: -1; D: 3; E: 11; F: -17; G: -6; H: 11
CSCCC(NS(=O)(=O)c1ccc(Cl)c(Cl)c1)C(=O)O (stereo not given)
  A: -1; B: 6; C: -4; D: -10; E: -14; F: -5; G: 4; H: 4
CCOC(=O)C(NC(=O)Nc1ccc(C(N)=O)cc1)(c1ccccc1)C(F)(F)F (stereo not given)
  A: 11; B: 18; C: -3; D: -6; E: -6; F: 3; G: -5; H: -9
COc1cc(C2C(C#N)=C(N)Oc3n[nH]c(-c4cccnc4)c32)cc(Br)c1O (stereo not given)
  A: 10; B: 17; C: 65*; D: ·; E: -9; F: 2; G: 11; H: 9
CCN(CC(=O)NCc1ccc(Cl)cc1)C(=O)c1cnc(Cl)c(Cl)c1
  A: 3; B: -13; C: -8; D: 31; E: -2; F: -6; G: -5; H: 3
Cn1c(=O)c2c(nc(N/N=C/c3ccc(OC(=O)c4ccco4)cc3)n2Cc2ccc(F)cc2)n(C)c1=O
  A: 13; B: -47; C: 12; D: 40; E: -17; F: 0; G: 19; H: 11
O=c1oc2ccccc2nc1/C=C(\O)c1ccccc1
  A: 6; B: -15; C: -3; D: 4; E: -6; F: -18; G: 4; H: -21
COC(=O)c1ccc(COC(=O)C2CCN(S(=O)(=O)c3ccc(C)c(C)c3)CC2)o1
  A: -4; B: 15; C: 8; D: -15; E: -3; F: -2; G: 2; H: 15
COc1cc2c(cc1OC)CN(C(=O)CC1CC3CCC1C3)CC2 (stereo not given)
  A: -11; B: -9; C: 21; D: 1; E: -6; F: 5; G: 3; H: 36
O=C(COc1ncnc2cc([N+](=O)[O-])ccc12)NCc1ccc2c(c1)OCO2
  A: 9; B: 6; C: -20; D: 4; E: -7; F: 0; G: -5; H: 0
Cc1c(C(=O)N2CCCCC2)c(S(=O)(=O)N2CCN(c3ccc(Cl)cc3)CC2)c(C)n1C
  A: 14; B: 5; C: 0; D: -8; E: 0; F: -8; G: 5; H: 13
CCOC(=O)NNc1ccc(C(F)(F)F)cn1
  A: 3; B: 0; C: 4; D: 8; E: -8; F: -4; G: -12; H: -4
COc1ccccc1CN(C(=O)c1cnccn1)C(C(=O)NC1CCCCC1)c1cc(OC)c(OC)c(OC)c1 (stereo not given)
  A: -12; B: -4; C: -10; D: -13; E: 0; F: 0; G: 2; H: -6
N#Cc1ccc(CN2C=NS(=O)(=O)c3ccccc32)cc1
  A: -1; B: -1; C: 12; D: -14; E: 0; F: -4; G: 1; H: 7
NC(=O)c1ccc(NC(=O)CSc2nnc(C3CCCCC3)n2N)cc1
  A: -2; B: 7; C: 5; D: -10; E: -6; F: -9; G: -5; H: -12
O=c1oc2ccccc2c2[nH]ccc12
  A: 9; B: 10; C: 15; D: -1; E: 6; F: 7; G: -7; H: -10
Cc1ccc(/C(=N/Nc2ncnc3ccccc23)C(=O)O)cc1
  A: -51; B: -62; C: -4; D: -12; E: -36; F: -7; G: -3; H: -1
COc1ccc(N2CCN(c3nc(Nc4ccc(C)c(F)c4)nc(N4CCCC4)n3)CC2)cc1
  A: -1; B: 12; C: -5; D: -2; E: -5; F: 2; G: 16; H: 0
CCCCNc1c(-c2ccc(OC)c(SC(C)CC)c2)nc2ccc(Cl)cn12 (stereo not given)
  A: 3; B: -17; C: -4; D: -4; E: 10; F: -1; G: 21; H: 30
O=C(COC(=O)/C=C/c1cccs1)Nc1ccc2ccccc2c1
  A: -9; B: -9; C: 4; D: -11; E: -3; F: -14; G: 7; H: 10
Cn1c(=O)n(C)c2cc(/C=N/n3cnnc3)ccc21
  A: -4; B: 21; C: -14; D: 5; E: -2; F: -2; G: 5; H: 7
CC(NC(=O)C(=O)NCCN1CCN(C(=O)c2ccccc2Br)CC1)c1ccccc1 (stereo not given)
  A: -3; B: -7; C: -6; D: 4; E: -6; F: -7; G: -5; H: 2
COc1ccc(OC)c(N(CC(=O)NCCSCc2ccco2)S(=O)(=O)c2ccccc2)c1
  A: -6; B: -11; C: 18; D: 14; E: 2; F: 3; G: 16; H: 16
CCOc1cc(CNc2ccc(Br)cc2)cc(Br)c1OCC(=O)NC(C)(C)C
  A: 14; B: -4; C: 18; D: 8; E: -1; F: 0; G: 66*; H: 17
Cc1ccc(S(=O)(=O)NCCSc2ncccn2)cc1
  A: 9; B: -2; C: 15; D: -3; E: -8; F: -10; G: -6; H: 2
CC1CCCCN1CCCNC(=O)c1nn(C)c2c1CSc1ccccc1-2 (stereo not given)
  A: 3; B: 12; C: 3; D: 10; E: 3; F: 1; G: -6; H: 4
COc1ccccc1/C=[N+](\[O-])C1SC(=S)N(C)C1(C)C (stereo not given)
  A: 8; B: 8; C: 6; D: 7; E: 1; F: 13; G: -8; H: 14
Cc1ccc(CCNC(=O)c2nn(C)c3c2CS(=O)(=O)c2ccccc2-3)cc1
  A: -1; B: -9; C: 18; D: -8; E: 4; F: 1; G: -6; H: -2
Cc1cccc(NC(=O)c2nc[nH]c2C(=O)NC2CCN(C(=O)OC(C)(C)C)CC2)c1
  A: 11; B: -6; C: -2; D: -12; E: 3; F: -6; G: -5; H: 34
c1ccc2oc(C3=NNC(=NC4CC4)SC3)cc2c1
  A: -82; B: -83; C: 17; D: -17; E: -19; F: 7; G: 26; H: -1
C=C1CCN([C@@H](C)C(=O)NCCCCCC)S(=O)(=O)c2ccccc21
  A: -9; B: -11; C: 17; D: 5; E: -1; F: 1; G: -4; H: 1
CCN(CC(=O)Nc1ccc2c(c1)OCCO2)C(=O)/C=C/c1ccc(OC)cc1OC
  A: -24; B: -27; C: 20; D: -12; E: 14; F: -6; G: -7; H: 64*
CCN(C(=O)Cn1c(=O)oc2ccccc21)c1cccc(C)c1
  A: -6; B: -22; C: 12; D: -3; E: -4; F: 6; G: 0; H: 5
Cc1sc2nc(C(C)C)nc(SCC(=O)N3c4ccccc4CC3C)c2c1C (stereo not given)
  A: 2; B: -39; C: 17; D: 13; E: -2; F: -6; G: 3; H: 8
O=C(CNC(=O)c1cc(S(=O)(=O)N2CCCCC2)ccc1N1CCOCC1)Nc1ccc(F)c(F)c1
  A: 9; B: 3; C: 3; D: -3; E: 34; F: -3; G: 1; H: 0
Cc1ccc(NC(=O)c2sc3nc4c(c(-c5ccco5)c3c2N)CCC4)cc1
  A: -7; B: -43; C: 19; D: 24; E: 1; F: -2; G: 18; H: 25
CCCn1c2ccccc2c2nnc(SCC(=O)Nc3c(C)n(C)n(-c4ccccc4)c3=O)nc21
  A: 14; B: -2; C: 0; D: 2; E: -15; F: -10; G: 5; H: 0
CNc1cc(NS(=O)(=O)c2ccc(N)cc2)nc(NC)n1
  A: 1; B: 7; C: 3; D: -10; E: -3; F: 1; G: -6; H: 3
COc1cc2[nH]c3c(N4CCN(c5ccccn5)CC4)ncnc3c2cc1OC
  A: 18; B: 32; C: 2; D: 6; E: 17; F: 1; G: -24; H: 11
CC(=O)N1N=C(c2ccc(C)cc2)OC1c1ccc(Br)cc1 (stereo not given)
  A: -5; B: -103; C: 14; D: -76; E: -13; F: 7; G: 17; H: 16
CCc1cn(S(=O)(=O)c2ccccc2OC)nc1N
  A: -13; B: 13; C: 13; D: -15; E: -6; F: 10; G: 1; H: 5
O=C(O)CSCC(=O)N(c1ccccc1)c1ccccc1
  A: 3; B: -1; C: -2; D: -5; E: 4; F: 5; G: -6; H: -15
COc1cc2c(cc1OC)C(C)N(C(=O)c1cc(C)on1)CC2 (stereo not given)
  A: 64*; B: 21; C: 2; D: 37; E: -5; F: 4; G: -5; H: 2
CCOC(=O)C1CCCN(C(=O)/C=C/c2ccc(OC)cc2)C1 (stereo not given)
  A: -10; B: -28; C: 7; D: -13; E: 1; F: 4; G: 12; H: 6
Cn1c(Cc2cccc3ccccc23)nnc1SCc1ccc([N+](=O)[O-])cc1
  A: 1; B: 18; C: -17; D: -2; E: 13; F: 8; G: 11; H: 10

Ordered by SMILES length (descending): part of the list above
Codes – A = Jurkat NFkB inh; B = 697 NFkB inh; C = CCR6 antagonist; D = Gli-Sufu block; E = UBC13 inh; F = SENP8 inh; G = EBI2 antag; H = Apaf1 inhib
Cc1ccc(NC(=O)c2sc3nc4c(c(-c5ccco5)c3c2N)CCC4)cc1
  A: -7; B: -43; C: 19; D: 24; E: 1; F: -2; G: 18; H: 25
Cc1sc2nc(C(C)C)nc(SCC(=O)N3c4ccccc4CC3C)c2c1C (stereo not given)
  A: 2; B: -39; C: 17; D: 13; E: -2; F: -6; G: 3; H: 8
CNc1cc(NS(=O)(=O)c2ccc(N)cc2)nc(NC)n1
  A: 1; B: 7; C: 3; D: -10; E: -3; F: 1; G: -6; H: 3

An excerpt from above, showing only 697 NFkB inh and EBI2 antag:
smiles,697 NFkB inh,EBI2 antag
CCc1cn(S(=O)(=O)c2ccccc2OC)nc1N,13,1
C=C1CCN([C@@H](C)C(=O)NCCCCCC)S(=O)(=O)c2ccccc21,-11,-4
CCCn1c2ccccc2c2nnc(SCC(=O)Nc3c(C)n(C)n(-c4ccccc4)c3=O)nc21,-2,5
O=C(CNC(=O)c1cc(S(=O)(=O)N2CCCCC2)ccc1N1CCOCC1)Nc1ccc(F)c(F)c1,3,1

Continued:
Codes – A = Jurkat NFkB inh; B = 697 NFkB inh; C = CCR6 antagonist; D = Gli-Sufu block; E = UBC13 inh; F = SENP8 inh; G = EBI2 antag; H = Apaf1 inhib
COc1ccc(NC(=O)Nc2ccccc2F)c([N+](=O)[O-])c1
  A: -39; B: -53; C: 8; D: -43; E: -9; F: -7; G: 1; H: 1
O=C(CSc1nnnn1C1CCCC1)Nc1ccccc1F
  A: -2; B: 10; C: 0; D: -13; E: 13; F: -4; G: 5; H: -26
Cc1cc(C(=O)COC(=O)C2COc3ccccc3O2)c(C)n1CC1CCCO1 (stereo not given)
  A: 2; B: 13; C: 2; D: 5; E: -4; F: -3; G: -14; H: 6
CN(c1ccc(OCC(=O)Nc2ccc3[nH]c(=O)[nH]c3c2)cc1)S(=O)(=O)c1ccc(Cl)cc1
  A: 4; B: 1; C: 10; D: 7; E: -5; F: -9; G: -8; H: 15
O=C(NCCO)c1ccccc1O
  A: -7; B: -18; C: -9; D: 0; E: -4; F: -7; G: 4; H: 16
CCOC(=O)Oc1ccc2oc(=O)cc(C)c2c1
  A: -20; B: 4; C: 7; D: 0; E: -11; F: -13; G: 1; H: 0
CC(=O)NC(Cc1cccc(F)c1)C(=O)NC1CCN(C(=O)Nc2ccccc2)CC1 (stereo not given)
  A: -5; B: 4; C: 0; D: -15; E: -4; F: -2; G: -5; H: 1
CC(=O)N1CCc2c(sc(NC(=O)CS(=O)(=O)c3ccc(F)cc3)c2C#N)C1
  A: 1; B: -5; C: 4; D: 14; E: -9; F: 1; G: 4; H: 3
c1nc(CCO[C@H]2CCCCO2)cc2cc3c(cc12)OCO3
  A: -51; B: -104; C: 0; D: -35; E: 14; F: 9; G: -10; H: 4
